# SMARCA2 activ – increases SMARCA2 function in MMTV reporter cells; MG213 cells, MMTV-luciferase reporter, dexamethasone, overnight; activation, % at 9.1 µM; 370,000 compounds, 1% hits; AID 652017; in the data active = activation above about 7.8%;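 also: 0% = vehicle wells and 100% = reference activator wells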
# KLK7 zymogen act – activators of human kallikrein-7 zymogen; 370,000 compounds, 0.9% hits; P49862; activation, % at 7 µM; AID 652039; purified proKLK7, EDANS-DABCYL substrate fluorescence; 100% is mature enzyme control, 0% vehicle;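 active = activation above the mean of all tested compounds plus 3 SD, computed per campaign excluding outliers beyond control limits, cut at about 13% in these data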
# Target sequence (P49862 whole entry, looked up): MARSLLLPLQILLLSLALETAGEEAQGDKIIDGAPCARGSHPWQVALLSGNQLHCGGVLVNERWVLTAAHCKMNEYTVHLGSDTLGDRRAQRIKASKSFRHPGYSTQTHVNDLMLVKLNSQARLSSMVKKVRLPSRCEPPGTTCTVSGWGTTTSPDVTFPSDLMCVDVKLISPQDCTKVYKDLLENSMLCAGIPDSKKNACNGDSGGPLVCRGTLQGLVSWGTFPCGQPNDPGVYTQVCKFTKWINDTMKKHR
# DAX1 inh-1 – blocks DAX1 repression of SF-1 activated StAR promoter; HEK293T StAR-luciferase reporter, SF-1/DAX-1 repression relief; inhibition, % at 6.8 µM; 370,000 compounds, 1.1% hits; AID 652010;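 active = inhibition above the mean over all tested compounds plus 3 SD, cut at about 3.6% in these data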;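 also: 0% = DAX-1 cells with DMSO and 100% = cells lacking DAX-1 with DMSO; higher inhibition means more luminescence from relief of DAX-1 repression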
# HGIII-sPLA2 inh – Blocks human group III sPLA2 activity | QFRET BODIPY PC-A2 liposome hydrolysis, fluorescence | inhibition, % at 12.2 µM | 370,000 compounds, 0.56% hits | AID 743126;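 active = inhibition above mean plus 3 SD of compounds lying within the high and low control bounds, cut at about 19% in these data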;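 also: 0% = median of test compound wells and 100% = no enzyme DMSO wells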
# Target sequence (Q9NZ20 whole entry, looked up): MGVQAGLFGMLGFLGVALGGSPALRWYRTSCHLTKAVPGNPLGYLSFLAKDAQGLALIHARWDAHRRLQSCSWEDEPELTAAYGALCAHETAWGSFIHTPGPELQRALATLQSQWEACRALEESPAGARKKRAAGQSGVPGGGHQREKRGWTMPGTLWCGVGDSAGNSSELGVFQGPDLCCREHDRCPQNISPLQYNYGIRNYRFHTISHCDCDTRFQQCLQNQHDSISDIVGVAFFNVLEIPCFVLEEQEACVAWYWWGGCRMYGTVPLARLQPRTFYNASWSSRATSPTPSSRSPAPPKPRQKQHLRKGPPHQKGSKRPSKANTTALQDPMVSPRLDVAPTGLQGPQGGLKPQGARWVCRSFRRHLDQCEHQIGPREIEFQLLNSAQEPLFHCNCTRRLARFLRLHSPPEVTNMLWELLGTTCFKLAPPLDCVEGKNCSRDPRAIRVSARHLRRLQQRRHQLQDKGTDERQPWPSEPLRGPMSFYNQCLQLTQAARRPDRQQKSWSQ
# FXN GAA850 act – increases GAA850 frataxin promoter reporter activity; 360,000 compounds, 0.56% hits; HEK293 lucGAA850 FXN promoter luciferase reporter, 24 h; percent of 10 µM SAHA response; activation, % at 6 µM; AID 540364;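 active = activation above the average of all compounds screened plus 3 SD, cutoff fixed separately per campaign, cut at about 7.5% in these data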;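 also: 0% = DMSO wells and 100% = 10 µM SAHA wells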
# NPR2 activator – GC-B (human) receptor activation | P20594 | HEK293-GC-B cells, CNP EC30, cGMP TR-FRET; 0% at EC30 CNP, 100% saturating CNP | activation, % at 10 µM | 370,000 compounds, 0.11% hits;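 active = activation at 10 µM reaching about 35% in either raw or pattern-adjusted values, limit read from the data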
# ssDAF-12 act – activates DAF-12 receptor from parasite S. stercoralis | HEK293 ssDAF-12/GRIP1 lit1-tk-luc reporter, luminescence; % of 3 µM dafachronic acid response | activation, % at 6.8 µM | 370,000 compounds, 1% hits | AID 652126;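 active = activation above the mean over all tested compounds plus 3 SD, cut at about 0.9% in these data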;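 also: 0% = DMSO-only wells and 100% = 3 µM delta7-dafachronic acid wells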
# hgDAF12 agonist – hgDAF-12 agonism, primary luciferase screen; HEK293 GAL4-hgDAF12 UAS-luciferase reporter, agonist luminescence; normalized to butyrate control; activation, % at 6.8 µM; 370,000 compounds, 1.8% hits;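 active = activation above a cutoff set at the mean of all screened compounds plus 3 SD, cut at about 10% in these data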;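 also: 0% = DMSO wells and 100% = sodium butyrate wells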
# hcDAF-12 act – activators of H. contortus DAF-12 nuclear receptor; HEK293 hcDAF-12 lit1-tk-luc reporter, luminescence; 0% DMSO, 100% Δ7-dafachronic acid; activation, % at 6.8 µM; 370,000 compounds, 1.4% hits;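 active = activation above the mean of all tested compounds plus 3 SD, cut at about 5.5% in these data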;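 also: 100% = response to 3 µM Δ7-dafachronic acid high control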
# NPR1 activator – GC-A (human) enzyme activation; HEK293 GC-A cells, cGMP TR-FRET, EC30 ANP; 0% at EC30 ANP, 100% saturating ANP; activation, % at 10 µM; 370,000 compounds, 0.14% hits; in the data active = activation above about 40%
# DAX1 inh-2 – inhibits human nuclear receptor DAX1; 340,000 compounds, 0.99% hits; inhibition, % at 6.75 µM; AID 504766; HEK293 Gal4-DAX1 luciferase reporter, luminescence;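 active = inhibition above the mean over all tested compounds plus 3 SD, cut at about 4.2% in these data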;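 also: 0% = DAX1-transfected cells with DMSO and 100% = empty-vector control cells with DMSO; inhibition shows as a rise in luminescence from relieved DAX1 repression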
# Target sequence (P51843 207-470 limits assumed): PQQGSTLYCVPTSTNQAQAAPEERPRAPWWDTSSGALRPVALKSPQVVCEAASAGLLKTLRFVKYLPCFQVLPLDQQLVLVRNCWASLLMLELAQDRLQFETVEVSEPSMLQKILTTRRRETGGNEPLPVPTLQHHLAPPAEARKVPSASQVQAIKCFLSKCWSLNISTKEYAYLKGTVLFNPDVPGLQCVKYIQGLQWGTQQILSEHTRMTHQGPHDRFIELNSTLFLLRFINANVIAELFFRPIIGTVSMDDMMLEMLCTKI
# The depositor's hits bear a star; / = no result given.
# Order of values: SMARCA2 activ	KLK7 zymogen act	DAX1 inh-1	HGIII-sPLA2 inh	FXN GAA850 act	NPR2 activator	ssDAF-12 act	hgDAF12 agonist	hcDAF-12 act	NPR1 activator	DAX1 inh-2
> CCOC(=O)c1cccnc1NC(=O)c1ccncc1
  -1	0.3	0.4	3	-0.9	0	-1.1	2.6	1.3	0	2.9
> COc1ccc(CC(=O)NC(C)c2ccc(S(N)(=O)=O)cc2)cc1S(=O)(=O)N1CCOCC1 (stereo unspecified)
  0	0.4	1.9	-4	-1.1	6	-0.8	-0.4	-0.3	1	0.4
> Cn1c(-[n+]2c(-c3ccccc3)cc(-c3ccccc3)cc2-c2ccccc2)nc2c([N+](=O)[O-])cccc21
  -1	-0.4	-0.7	-15	3.4	-6	0.5	-2.0	5.4	-5	-1.9
> COc1cccc(-c2nnc3n2N=C(c2cc(OC)ccc2OC)CS3)c1
  -2	-0.3	-0.1	6	-0.2	12	-1.5	-0.3	-1.5	18	2.2
> CCCn1c(N)c(C(=O)CSc2nnc(C3CC3)n2Cc2ccccc2)c(=O)n(C)c1=O
  -3	0.0	1.4	-11	-0.7	-2	-1.4	-1.4	1.0	-3	0.3
> O=C(COc1ccccc1[N+](=O)[O-])Nc1cc(Cl)ccc1C(=O)O
  1	-0.8	0.1	2	-1.9	-2	-0.2	0.8	3.3	-1	1.5
> CCCCOc1ccc(C(=O)NCC(=O)NCCCn2nc(C)cc2C)cc1
  0	-0.3	-1.6	-3	0.4	1	-1.2	0.9	-0.5	2	-1.1
> O=S(=O)(Nc1ncccn1)c1ccc(F)cc1
  -3	-0.1	-0.1	2	1.1	3	-0.7	-0.5	0.6	2	0.3
> CC1CCN(S(=O)(=O)c2ccc(Cl)cc2)CC1
  -2	0.1	-0.6	0	0.2	-1	-1.2	0.9	0.4	2	-0.7
> CCN(CC)S(=O)(=O)c1ccc(C(=O)Oc2cc(C)[nH]c(=O)c2[N+](=O)[O-])cc1
  -1	0.3	0.3	1	1.2	5	-1.8	-1.2	-1.0	5	0.5
> COc1ccc([C@H]2Cc3cc(O)cc(O)c3C(=O)O2)cc1O
  5	0.1	5.2*	-8	4.6	-4	2.3*	18*	14*	-2	4.0
> CC(=O)N1CCC(O)(c2ccc3c(c2)OCO3)CC1
  -3	0.4	-0.2	11	0.4	2	-0.7	-1.5	-1.6	1	0.8
> COc1ccc(CCC(=O)NCCc2ccc(Cl)cc2)cc1
  -1	-0.7	0.0	-2	-2.2	0	-0.9	2.5	-1.4	1	-1.0
> OCCn1c(SCCOc2ccccc2F)nc2ccccc21
  -1	-0.1	1.5	4	1.6	1	-0.5	-1.6	1.3	0	0.6
> CCOc1ccc(-n2c(O)c(/C=N/NC(=O)C3COc4ccccc4O3)c3ccccc3c2=O)cc1 (stereo unspecified)
  -3	-10	0.3	13	0.5	1	-1.3	-2.0	-0.2	6	-0.4
> COCCNc1ncnc2c1ncn2[C@H]1CN(Cc2cccs2)C[C@@H](CO)O1
  -2	-0.3	-0.1	2	-0.2	1	-1.1	-4.7	-0.6	-4	/
> Cc1ccc(C(=O)C2CCN(CC(=O)N3CCOCC3)CC2)cc1
  -1	-0.6	-0.2	3	/	8	-1.8	0.6	-1.8	0	/
> COc1cccc(C(=O)Nc2cccc(NC(=O)c3ccccc3Cl)c2)c1
  2	0.1	-0.8	-8	1.4	8	-1.0	-3.2	-0.8	-1	0.4
> S=C(NCCN1CCOCC1)Nc1ccc(Cl)cc1Cl
  4	-0.3	-0.2	16	-0.8	2	-0.3	-2.5	1.7	-6	2.9
> CCOC(=O)NC(NC(=S)Nc1ccccc1OC)C(Cl)(Cl)Cl (stereo unspecified)
  -2	0.1	-0.2	7	-1.4	4	-1.4	-0.8	0.3	-1	1.4
> C=C(C)C1CC=C(C)C(=NNC(=O)c2ccncc2)C1 (stereo unspecified)
  3	0.9	-1.5	5	-0.7	-1	-0.4	-2.3	-0.9	0	0.0
> COC(=O)C(NC(=O)CCC(=O)NC(C(=O)OC)c1ccccc1)c1ccccc1 (stereo unspecified)
  -1	0.1	0.2	3	0.4	0	-1.1	-1.0	-1.0	3	2.0
> C=CCNC(=O)c1onc(CSc2ccc(Cl)cc2)c1C(=O)O
  0	0.6	-0.2	-3	0.1	6	-1.1	1.9	0.7	3	2.7
> CC(C)Cn1cc(C(=O)NC2CCN(Cc3ccccc3)CC2)c2c3ccccc3n(C)c2c1=O
  -3	-0.8	-0.2	-4	/	-25	-0.1	0.2	-0.2	-52	/
> O=C(NCc1ccccc1)[C@H]1CCCN1C(=O)[C@@H]1CCCN1C(=O)c1ccc(Cl)cc1Cl
  -2	0.4	0.2	-6	/	-18	-0.5	5.9	-1.6	-8	/
> Cc1cccc(C(=O)NCC(=O)NC(C)c2ccc(-n3ccnc3)cc2)c1 (stereo unspecified)
  -4	-0.2	-1.0	8	1.5	-1	-0.1	-0.3	1.3	2	-2.1
> COc1ccc(NC(=O)CSc2nnc(Cc3cccn3C)n2-c2ccc(OC)cc2)cc1
  -2	0.4	0.9	-22	-0.6	0	-1.1	-0.7	-1.8	-4	1.2
> c1csc(C2C3=C(Nc4ncnn42)c2ccccc2OC3)c1 (stereo unspecified)
  -1	17*	-0.4	-11	1.2	-7	1.1*	-0.1	2.1	-9	0.2
> O=C(CCNS(=O)(=O)c1ccccc1F)N1CCN(Cc2ccccc2)CC1
  -2	-0.1	-0.1	0	1.3	2	-0.9	3.1	0.0	4	-1.0
> Oc1ccccc1N1CCN(C(c2ccccc2)c2ccccc2)CC1
  -1	-0.7	-0.1	-3	-1.8	-1	-0.9	1.8	1.3	0	1.1
> O=c1cc(-c2ccc(O)cc2)oc2c(C3O[C@H](CO)[C@@H](O)[C@H](O)[C@H]3O)c(O)cc(O)c12 (stereo partly specified)
  -3	-0.1	0.1	10	1.3	-1	-1.0	1.0	-2.0	1	-0.9
> Cc1nc2ccc(NC(=O)COc3cccc(F)c3)cc2s1
  2	-0.4	-0.1	-4	-0.8	1	-1.3	-1.8	-0.3	-2	-1.6
> Cc1ccc(-c2c(C(=O)O)c(C(=O)O)c3n2CSC3)cc1
  -1	-0.1	-0.3	-9	2.2	7	-0.6	0.3	0.2	2	-0.3
> COc1ccccc1CNC(=O)C(=O)NCC(c1ccco1)N1CCOCC1 (stereo unspecified)
  -2	0.1	1.5	15	1.4	-1	-0.6	-1.7	1.3	-3	0.6
> C[n+]1ccccc1COc1ccc(C(C)(C)C)cc1
  -5	-0.3	-1.1	4	-0.6	-2	-1.5	0.7	-1.4	1	-1.8
> O=[N+]([O-])c1ccc2[nH]c(O)c(N=NC3CS(=O)(=O)CC3O)c2c1 (stereo unspecified)
  -1	0.3	1.3	15	2.0	-11	-1.1	-0.8	0.9	-1	-1.5
> O=S1(=O)CCC(SCc2nc3sccn3c2Br)C1 (stereo unspecified)
  3	-0.7	0.4	0	2.4	3	-0.8	6.3	0.8	2	1.2
> CC1CCN(CC(=O)Nc2ccccc2-c2ccccc2)CC1
  -2	0.7	0.4	-1	0.6	0	-1.6	-0.5	0.4	0	-1.1
> CCC(=O)Nc1nc(-c2cc([N+](=O)[O-])cs2)cs1
  -4	9.2	-0.5	8	-0.8	/	-1.9	7.1	-0.8	/	1.8
> CCN(CC)C(=O)c1sc2c(c1C)c(=O)n(-c1ccc(OC)cc1OC)c(=O)n2CC(=O)c1ccccc1
  -1	-0.2	-0.4	-7	0.4	-2	-1.6	-1.1	-2.0	-1	-1.1
> CC1(C)C2CC=C(/C=N/NC(=O)c3ccc(Cl)cc3)C1C2 (stereo unspecified)
  1	0.2	-0.4	-1	0.4	3	-1.1	-1.6	0.2	3	-0.1
> CCN(CC)S(=O)(=O)c1ccc(NC2=NS(=O)(=O)c3ccccc32)cc1
  -4	-0.2	0.2	-8	-1.0	0	-1.0	-1.6	0.3	-5	-0.3
> CCN(CC)C(=O)[C@H]1C[C@H](CC(=O)NCc2cccc(C(F)(F)F)c2)C(=O)N2CCc3c([nH]c4cc(CCC(=O)N(C)C)ccc34)[C@]12C
  -6	1.1	-1.4	-15	-1.5	3	-1.3	-1.0	-1.8	4	-0.6
> C=CCOC(=O)/C=C/C(=O)NC(N)=O
  5	0.0	0.3	10	0.1	0	-1.0	0.3	-2.8	3	0.7
> O=C(O)CSc1c(-c2ccccc2)c2cc(Cl)ccc2[nH]c1=O
  0	-0.2	-0.4	-7	1.7	-2	-1.2	-0.3	-1.4	-3	0.1
> Nc1cccc2c1C(=O)N(CC(=O)NC13CC4CC(CC(C4)C1)C3)C2=O
  -1	-59	-0.4	-6	-0.3	-2	-1.6	-5.5	-2.2	1	1.4
> COc1ccc(-c2nnc(SC)nc2-c2ccc(OC)c([N+](=O)[O-])c2)cc1[N+](=O)[O-]
  -3	-0.5	-0.7	2	-0.1	2	-1.2	4.3	-1.7	1	-0.7
> CCCCn1c(N)c(NCC(C)C)c(=O)[nH]c1=O
  0	-0.3	-0.3	-2	4.2	-8	-0.8	0.4	2.3	3	-0.7
> CCc1nnc(NC(=O)CSc2nc3ccc(OC)cc3[nH]2)s1
  -2	0.4	0.1	5	2.1	-1	-1.2	-0.9	-0.2	-2	-0.1
> CC(=O)/C(N=Nc1ccc(-n2ccc(C(F)(F)F)n2)cc1)=C(\C)O
  5	-0.5	-0.4	-6	3.0	-2	-1.0	2.6	-0.7	1	-2.2
> O=C(CSc1nc2cccc(F)c2c(=O)n1-c1ccccc1)Nc1ccc2c(c1)CCC2
  -7	-0.3	-3.4	10	-0.7	1	0.0	0.1	1.2	0	/
> CC(=O)c1cccc(NC(=S)NC(=O)c2ccc(Br)cc2)c1
  1	-0.6	0.7	18	1.4	-8	-1.5	3.0	1.1	5	-1.6
> COc1ccccc1CN1CC(C(=O)NCc2ccc(C)c(F)c2)CCC1=O (stereo unspecified)
  -3	-0.2	-0.1	1	-1.6	-4	-1.4	-2.2	2.9	-4	0.4
> N#Cc1c(N2CCN(C(=O)c3ccccc3Cl)CC2)nc(-c2ccccc2)c2c1CCCC2
  -2	-34	-0.2	-1	1.7	2	-1.2	-1.2	-2.6	-3	-0.2
> OC(c1ccc(OCc2ccccc2)cc1)c1nnc(-c2ccccc2)o1 (stereo unspecified)
  -6	0.3	-1.3	-41	-2.0	-2	-1.8	-1.7	-0.1	-4	0.6
> COc1ccc(-n2nc(C(=O)NCC(=O)Nc3cc(C)ccc3OC)c3ccccc3c2=O)c(OC)c1
  1	-0.4	0.4	5	1.7	-2	-0.5	0.6	-0.6	-1	-0.5
> O=C(Nc1cccc([N+](=O)[O-])c1)C12CC3CC(C1)CC(n1cnc([N+](=O)[O-])n1)(C3)C2
  -1	-0.1	-0.3	-13	-1.2	3	-1.2	-2.4	-1.8	2	0.8
